EPAC2 antag = antagonists of human EPAC2 | Potency, µM (highest dose often 114 µM), inactives show at the highest dose activity, negative = inhibition, most hits filed as inhibitors | Q8WZA2 | 0.18% of 360,000 active | EPAC2 GEF exchange of Rap1B-BODIPY-GDP, fluorescence; also: % is scaled to controls: 0 for no effect and ±100 for the full control effect; nearly all actives have a fitted effect of over 45% in size; many of its hits are not listed in these tables
Target sequence (Q8WZA2 whole entry, looked up): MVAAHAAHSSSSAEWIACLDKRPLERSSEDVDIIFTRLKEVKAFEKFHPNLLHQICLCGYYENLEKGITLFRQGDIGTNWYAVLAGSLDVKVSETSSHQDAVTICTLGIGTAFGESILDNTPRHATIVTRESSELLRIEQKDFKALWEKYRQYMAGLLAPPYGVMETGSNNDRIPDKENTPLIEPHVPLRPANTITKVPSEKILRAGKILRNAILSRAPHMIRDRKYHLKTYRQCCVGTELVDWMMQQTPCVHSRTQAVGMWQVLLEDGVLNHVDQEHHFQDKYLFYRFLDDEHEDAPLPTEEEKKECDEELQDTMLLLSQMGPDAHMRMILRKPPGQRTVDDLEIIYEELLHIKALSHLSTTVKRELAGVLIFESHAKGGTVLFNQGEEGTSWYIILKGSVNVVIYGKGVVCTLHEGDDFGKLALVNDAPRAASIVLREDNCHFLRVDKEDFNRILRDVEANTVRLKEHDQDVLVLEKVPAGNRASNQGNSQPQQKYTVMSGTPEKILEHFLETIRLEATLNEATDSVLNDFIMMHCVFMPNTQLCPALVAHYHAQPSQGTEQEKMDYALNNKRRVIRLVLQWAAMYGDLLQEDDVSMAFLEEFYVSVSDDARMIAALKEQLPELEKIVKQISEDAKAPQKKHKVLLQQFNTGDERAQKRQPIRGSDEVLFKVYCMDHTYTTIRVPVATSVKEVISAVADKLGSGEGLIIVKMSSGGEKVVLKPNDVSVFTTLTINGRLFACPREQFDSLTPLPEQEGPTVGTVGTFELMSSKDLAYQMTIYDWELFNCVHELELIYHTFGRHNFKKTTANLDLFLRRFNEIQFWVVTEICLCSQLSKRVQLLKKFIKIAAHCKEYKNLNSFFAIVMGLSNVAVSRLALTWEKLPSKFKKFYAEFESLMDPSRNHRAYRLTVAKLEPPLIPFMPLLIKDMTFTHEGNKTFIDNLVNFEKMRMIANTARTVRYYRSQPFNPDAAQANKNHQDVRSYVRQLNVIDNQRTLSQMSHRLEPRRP
EPAC2 ag = activates human EPAC2 exchange factor | Potency, µM (highest dose often 154 µM), for the others: at the highest dose activation, actives largely listed as activators | 0.079% of 360,000 active | Q8WZA2 | EPAC2 activation, biochemical qHTS; response scale: 100% = 6.5 mM cAMP response; also: nearly all actives have a fitted effect of over 50% in size
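Fluorescence exchange assay: 100 nM EPAC2 with 250 nM RAP1B-BODIPY-GDP and 50 uM GDP; compounds tested as a concentration-titration series (qHTS). Loss of Rap1-bound BODIPY-GDP fluorescence read at 480/540 nm; data normalized to 6.5 mM cAMP.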
TDP-43 yeast inh = inhibitors of TDP-43 toxicity in yeast | TDP-43 expressing yeast growth rescue, BacTiter-Glo, 24 h | Potency, µM (highest dose often 46.1 µM), for the others: top-dose growth rescue (activation), most hits filed as activators | 1.8% of 410,000 active | AID 652104; also: % of control where 0% means no effect; nearly all actives have a fitted effect of over 50% in size
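Readout is BacTiter-Glo luminescence of cell growth, so inhibitors register as activators. TDP-43-expressing yeast at OD600=0.02 in galactose medium, after raffinose pregrowth to mid-log, were incubated with compound for 24 hr at 30 deg C.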
PTHR1 ag = agonists of human PTHR1 parathyroid hormone receptor; Q03431; HEK293 GP2 PTHR1 cells, GloSensor cAMP luminescence, 1 h; Potency, µM (titrated, usually from 115 µM), for inactives: top-dose activation, most hits filed as activators; 0.075% of 410,000 active; also: nearly all actives have a fitted effect of over 55% in size; some results filed as inactive show a strong effect at the top dose; inactives centre near -15; many of its hits are not listed in these tables
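HEK-293-derived GP2 cells expressing PTHR1 and a GloSensor cAMP reporter, 3,000/well, plated overnight, given luciferin plus IBMX (each 0.5 mM as added) for 1 h at 37 °C, then compound for 1 h at 37 °C. Luminescence was read after 15 min at room temperature.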
EPAC1 antagonist = EPAC1 (human) antagonism. 0.14% of 360,000 active. EPAC1 GEF assay, Rap1b-BODIPY-GDP exchange fluorescence. O95398. Potency, µM (titrated, usually from 115 µM), for inactives: at the highest dose activity change, negative = inhibition, actives largely listed as inhibitors. AID 720709;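 also: plate controls were vehicle for no effect and positive control for full effect; nearly all actives have a fitted effect of over 50% in size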
aSyn yeast inh = alpha-synuclein toxicity inhibition in yeast; Potency, µM (highest dose often 46.1 µM), without a hit: at the highest dose growth rescue (activation), usual class: activators; Yeast expressing alpha-synuclein, growth rescue, BacTiter-Glo, 24 h; 0.14% of 370,000 active; also: % of control where 0% means no effect; nearly all actives have a fitted effect of over 65% in size
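Screening used galactose-induced yeast with toxic alpha-synuclein levels, exposed to compound for 24 hr at 30 deg C. Cell growth, read with BacTiter-Glo luminescence, gave the measured signal.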
EPAC1 agonist = EPAC1 (human) agonism; O95398; AID 720707; EPAC1 agonist qHTS, biochemical assay; response scale: 100% = response to 6.5 mM cAMP; 0.073% of 360,000 active; Potency, µM (highest dose often 154 µM), for inactives: top-dose activation, usual class: activators; also: nearly all actives have a fitted effect of over 60% in size
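Fluorescent GDP-exchange assay: 100 nM EPAC1 with 250 nM Rap1B preloaded with BODIPY-GDP and 50 uM GDP; compounds tested as concentration series, 5 min at room temperature, then read every 5 min for 30 min (ex 480/em 540 nm); normalized to 6.5 mM cAMP.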
FUS yeast rescue = FUS proteinopathy suppression in yeast; S. cerevisiae FUS-expressing, growth rescue, OD600, 24 h; 0.24% of 390,000 active; Potency, µM (titrated, usually from 76.6 µM), without a hit: top-dose growth rescue (activation), usual class: activators;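 also: plate controls were DMSO vehicle for no effect and reference control for full effect; nearly all actives have a fitted effect of over 55% in size; some results filed as inactive show a strong effect at the top dose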
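FUS-expressing yeast, raffinose-pregrown, induced in 2% galactose minimal medium at OD 0.005; compounds in a dilution series, 24hr at 30C. Growth restoration read as absorbance at 600 nm. CP55940 positive control, DMSO negative.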
* hit, by the source's call; i = inactive; ? = inconclusive; · = not tested or not shown; [ ] = dose if it differs, or a comment. Calls follow the shape of the dose curve; as a rule, active = well fitted curve in the direction sought with a large enough effect; inconclusive = small, poorly fitted or top-dose-only effect, or another doubt; inactive = no such curve, though single readings can be large; an effect the other way counts as inactive or inconclusive. Potency is read from the fitted curve at half-maximal effect. An excerpt; count on the stated rates, not on these rows.

SMILES,EPAC2 antag,EPAC2 ag,TDP-43 yeast inh,PTHR1 ag,EPAC1 antagonist,aSyn yeast inh,EPAC1 agonist,FUS yeast rescue
CSc1ccccc1C(=O)Nc1ccc2c(c1)CCC2,-21.6%,5.9%,10.7%,i,-8.4%,-16.2%,7.0%,8.9%
CCN1C(N(C)C)=NC[C@@H]1Cc1ccccc1,1.2%,5.1%,6.6%,i,1.6%,-1.8%,-4.4%,-25.8%
COc1ccc2c(c1OC)C(=O)N1c3ccccc3C(=O)N(c3ccccc3F)C21 (centres undefined),-2.8%,-10.1%,-9.3%,-6.7%[57.5 µM],2.8%,-6.0%,4.1%,-10.9%
CC(C)CC(=O)/C(=C\c1ccc(Cl)cc1Cl)n1cncn1,-5.7%,3.1%,?,-44.0%[inhibitor],-16.1%,-61.1%[inhibitor],-1.1%,9.5%
CC(=O)Nc1ccc(S(=O)(=O)Nc2ccccn2)cc1,0.5%,17.1%,-10.4%,0.7%,-8.0%,-2.4%,-4.3%,13.9%
Cc1cccc(OC(C)C(=O)N(Cc2cccs2)C2CCS(=O)(=O)C2)c1C (centres undefined),-7.3%,12.1%,-22.2%,-15.7%[57.5 µM],-1.9%,-1.4%,-1.8%,30.1%
CC1CCCC(C)N1C(=O)COC(=O)CSc1ccc([N+](=O)[O-])cc1 (centres undefined),-1.7%,-0.7%,0.1%,-19.7%,6.3%,-8.7%,8.1%,10.6%
Cc1oc(-c2cc(F)ccc2F)nc1CN1CCC(C(=O)N2CCOCC2)CC1,3.5%,2.8%,-9.4%,i,-2.0%,-0.9%,7.6%,·
CCN(CC)C(=O)c1cc(C(C)(C)C)c(O)c(C(C)(C)C)c1,14.6%,-4.3%,12.6%,-23.0%,-12.8%,-3.1%,-13.2%,-1.2%
CCNc1ccc(S(=O)(=O)N(C)C)cc1NCC(=O)Nc1ccccc1F,4.5%,4.4%,-4.9%,-4.2%,7.1%,-4.0%,-6.3%,15.5%
CC(C)Oc1cc(F)ccc1-c1cc(C(=O)Nc2cccc(Cl)c2)[nH]n1,12.5%,9.0%,-0.3%,i,-18.2%,-20.7%,-15.1%,-2.9%
Cc1sc2nc(C3CC3)nc(N3CCN(C(=O)c4ccc(Cl)cc4)CC3)c2c1C,6.1%,7.6%,0.0%,-23.6%,10.3%,0.4%,-3.3%,52.5%
CC(C)C1Nc2ccc(S(N)(=O)=O)cc2C2C=CCC21 (centres undefined),-8.5%,6.8%,-7.7%,-7.0%[57.5 µM],-6.8%,-3.2%,7.5%,?
CCCNc1nc(OC(C(F)(F)F)C(F)(F)F)nc(OC(C(F)(F)F)C(F)(F)F)n1,-14.9%,-10.3%,-7.6%,-1.0%[57.5 µM],-8.8%,-0.5%,-21.8%,-4.4%
Cc1ccc(N=Cc2c(O)n(-c3nccs3)c(=O)c3ccccc23)cc1,10.5%,13.1%,-9.5%,i,-3.1%,3.1%,-0.9%,·
COc1ccc(N2C(=O)CS(=O)(=O)C23C(=O)N(Cc2c(F)cccc2Cl)c2ccccc23)cc1 (centres undefined),·,·,3.0%,i,·,-3.3%,·,?
O=C(Nc1ccc(CN2CCS(=O)(=O)CC2)cc1)c1ccc(Cl)cc1,0.0%,5.0%,-24.0%,-29.5%,11.2%,3.9%,8.2%,-2.5%
O=C(Nc1cccc(S(=O)(=O)N2CCCCCC2)c1)c1cc(=O)c2ccccc2o1,-18.3%,10.2%,14.0%,-43.5%[inhibitor],-2.6%,0.9%,4.3%,43.3%
Cc1ccccc1CSc1ccc2nnc(-c3ccccn3)n2n1,-7.1%,-8.4%,?,i,6.4%,-2.3%,-2.1%,0.9%
N#C/C(=C\c1ccccc1Cl)C(=O)Nc1ccccn1,0.7%,9.9%,0.7%,i,-1.8%,1.8%,11.0%,-2.4%
O=C(Nc1cccc(O)c1)c1ccc(Br)cc1,-1.9%,3.1%,-4.1%,-2.5%[57.5 µM],-16.0%,-0.9%,-0.7%,12.6%
O=S(=O)(Nc1nccs1)c1ccc(F)cc1,-0.8%,13.9%,-17.9%,-91.9%[inhibitor],-3.3%,-6.5%,8.2%,-22.4%
CC(C)CNC(=O)CCCc1ccccc1,11.0%,-2.0%,-14.1%,-14.8%,0.0%,-13.3%,-7.0%,-17.8%
CCN(CC)C(=O)[C@H]1C[C@H](CC(=O)NCCN2CCOCC2)C(=O)N2CCc3c([nH]c4cc(-c5ccco5)ccc34)[C@]12C,-13.4%,-2.3%,11.4%,i,-6.0%,-0.6%,-5.9%,20.3%
CCC1CCCCN1S(=O)(=O)c1ccc([N+](=O)[O-])cc1 (centres undefined),-12.0%,14.2%,-4.2%,?,-5.8%,-11.8%,13.5%,-21.2%

Reformatted: entries from further up.
> COc1ccc(N2C(=O)CS(=O)(=O)C23C(=O)N(Cc2c(F)cccc2Cl)c2ccccc23)cc1 (centres undefined)
  EPAC2 antag = · | EPAC2 ag = · | TDP-43 yeast inh = 3.0% | PTHR1 ag = i | EPAC1 antagonist = · | aSyn yeast inh = -3.3% | EPAC1 agonist = · | FUS yeast rescue = ?
> O=C(Nc1ccc(CN2CCS(=O)(=O)CC2)cc1)c1ccc(Cl)cc1
  EPAC2 antag = 0.0% | EPAC2 ag = 5.0% | TDP-43 yeast inh = -24.0% | PTHR1 ag = -29.5% | EPAC1 antagonist = 11.2% | aSyn yeast inh = 3.9% | EPAC1 agonist = 8.2% | FUS yeast rescue = -2.5%
> O=C(Nc1cccc(S(=O)(=O)N2CCCCCC2)c1)c1cc(=O)c2ccccc2o1
  EPAC2 antag = -18.3% | EPAC2 ag = 10.2% | TDP-43 yeast inh = 14.0% | PTHR1 ag = -43.5%[inhibitor] | EPAC1 antagonist = -2.6% | aSyn yeast inh = 0.9% | EPAC1 agonist = 4.3% | FUS yeast rescue = 43.3%

The list goes on.
SMILES,EPAC2 antag,EPAC2 ag,TDP-43 yeast inh,PTHR1 ag,EPAC1 antagonist,aSyn yeast inh,EPAC1 agonist,FUS yeast rescue
O=C(NC1CCSC1=O)c1cccc(Cl)c1 (centres undefined),2.6%,3.6%,-10.0%,-2.6%,2.6%,1.6%,-0.4%,-3.2%
CCc1nc2ccc(C(=O)N(CC)CCN(C)C)cn2c1N(C)Cc1cccs1,-9.5%,8.5%,10.3%,-0.2%,-10.9%,-4.0%,13.7%,4.0%
CC1(C)C(=O)Nc2ccccc2N1C(=O)COC(=O)C1CCCCC1,-0.3%,4.0%,5.1%,i,0.0%,10.2%,2.5%,10.9%
O=C(CSc1ncnc2ccccc12)Nc1cc(S(=O)(=O)N2CCCCC2)ccc1Cl,18.6%,16.0%,-1.0%,-15.9%,-5.0%,6.5%,8.0%,·
Cc1cccc(N(CC(=O)NCCSCc2ccco2)S(=O)(=O)c2ccccc2)c1,-9.6%,-1.5%,11.0%,-46.1%[inhibitor][57.5 µM],-8.9%,5.7%,2.8%,29.4%
Cc1ccc(C)c(OCc2cc(C(=O)N3CCN(C4CCCCC4)CC3)no2)c1,-12.9%,3.0%,19.3%,-16.3%,-11.8%,-1.2%,-2.5%,-5.4%
O=C(Cc1ccccc1)Nc1ccccc1N1CCOCC1,3.1%,-4.3%,7.4%,i,-7.5%,-4.7%,2.2%,-38.6%
Cc1ccc(Cl)cc1N1CCN(C2CCCCC2NS(=O)(=O)c2ccccc2)CC1 (centres undefined),0.2%,8.1%,9.9%,i,-16.8%,1.5%,5.4%,-3.7%
O=C(NCc1nnc(SCC(=O)N2CCCc3ccccc32)o1)c1ccco1,5.4%,0.8%,14.0%,i,-5.4%,0.8%,-1.8%,19.3%
Cc1cc(C)c(S(=O)(=O)N2CCOC2CNC(=O)C(=O)NCCCN2CCCC2=O)c(C)c1 (centres undefined),22.5%,8.9%,-17.4%,-20.6%,-0.5%,-0.2%,-11.0%,12.9%
COc1cccc(-c2ccc(NC(=O)C3CCCN(CCCn4nc(C)cc4C)C3)cc2)c1 (centres undefined),3.3%,9.2%,-3.2%,i,10.9%,1.6%,-7.8%,15.3%
COc1ccccc1NS(=O)(=O)c1ccc2ccccc2c1,12.6µM*,22.8%,20µM*,-15.6%,-4.2%,26.0%,15.6%,23.5%
CC(=O)Nc1ccc(NCC(O)COc2ccccc2)cc1 (centres undefined),3.3%,0.0%,-4.7%,i,-0.2%,1.3%,5.1%,-13.5%
CCCC1=C(C(=O)OCC)C(c2ccccc2OC)NC(=O)N1 (centres undefined),1.1%[57.1 µM],-19.3%,-6.1%,-2.6%[57.5 µM],-2.8%,0.8%,-1.5%,-7.0%
CCCCn1c(SCC(=O)c2ccc3c(c2)OCCO3)nnc1-c1ccco1,-5.0%,-11.0%,3.8%,i,-16.3%,7.3%,4.4%,14.4%
CC[C@]1(C(=O)OC)[C@H]2C(=O)N(Cc3ccccc3)C(=O)[C@H]2[C@H]2CN=C(SCc3ccc(Cl)cc3)N21,?,8.1%,28.8%,-28.9%,-12.7%,5.8%,8.0%,1.0%
Cc1noc(NS(=O)(=O)c2ccc(NC(=O)CC34CC5CC(CC(Br)(C5)C3)C4)cc2)c1C,-0.7%,3.1%,2.3%,i,-23.5%,2.7%,-2.1%,12.6%
COc1ccc(NC(=O)c2cccc(-c3ccc(O)cc3)c2)cn1,-11.7%,0.1%,14.8%,i,-24.1%,9.2%,24.6%,9.0%
S=c1nc(-c2ccccc2)n(CCCN2CCOCC2)c2c1CCCC2,-5.4%,14.9%,-18.0%,i,-3.4%,-2.8%,12.0%,13.7%
COc1ccc(C(C(=O)NC2CCCC2)N(Cc2ccccc2)C(=O)CNC(=O)c2ccco2)cc1 (centres undefined),-5.7%,5.1%,-3.2%,-21.1%[57.5 µM],-14.7%,2.6%,0.9%,16.2%
O=C(N/N=C/c1ccccc1C(=O)O)c1cc(-c2ccc3c4c(cccc24)CC3)n[nH]1,-17.6%,7.5%,17.6%,i,-9.2%,-0.3%,-9.9%,-2.1%
O=S(=O)(NCC1CCCO1)c1ccc(Cl)c(C(F)(F)F)c1 (centres undefined),-1.3%,0.1%,21.0%,i,-7.5%,-5.1%,-1.1%,3.3%
CC(=O)Nc1cccc(-c2cc(NC=O)c3ncc(-c4ccc(C(C)=O)cc4)n3c2)c1,-0.8%,4.9%,9.9%,0.3%,0.5%,1.6%,4.9%,35.6%
CCS(=O)(=O)Nc1c(C(=O)OC)[nH]c2ccccc12,-2.1%,4.6%,-0.2%,i,9.9%,4.2%,1.9%,10.9%

Screening data deposited in PubChem BioAssay by National Center for Advancing Translational Sciences (NCATS).
